Screening results: PubChem BioAssay, several laboratories
Yfh1-off respiration: enhancers of respiration in Yfh1-depleted yeast, dose response, Friedreich's ataxia, plus single-dose screen (AID 1465); S. cerevisiae Yfh1-off respiration, WST-1 reduction, 72 h; higher fold induction means a stronger effect; fold induction at 50 µM; hits with a dose series show EC50 in µM; hit rate 0.074% among 220,000;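 active = fold induction of absorbance versus untreated yeast above a set limit, then at least 30% activation at any dose in follow-up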;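 also: activators that raise dye reduction in frataxin-depleted yeast; strong numbers were not always called active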
West Nile antiviral: West Nile virus antiviral activity, cell-based, CPE readout (AID 1621). hit rate 0.02% among 290,000. West Nile virus-infected cells, CPE inhibition; higher % means a stronger effect. one-dose CPE inhibition, % at 10 µM; IC50 in µM for titrated hits; in the data active = a potency from the dose series; also: strong numbers were not always called active
P. falciparum M1AAP: P. falciparum M1AAP inhibitors, biochemical, fluorogenic H-Leu-NHMec substrate, 1536-well (AID 1445); Aminopeptidase N (Plasmodium falciparum (isolate 3D7)); recombinant M1AAP, H-Leu-NHMec fluorogenic kinetic assay; higher % means a stronger effect; inhibition, % at 30 µM, or IC50 in µM where a hit was titrated; hit rate 0.42% among 220,000;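 active = primary inhibition above the hit cutoff, then over 50% inhibition at one or more dose response concentrations, cut at about 23% in these data, passing the limit was not always enough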;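 also: plate controls were DMSO full reaction for no effect and no enzyme background for full effect; strong numbers were not always called active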
PMI inhibition: human PMI inhibitors, high substrate, primary screen, biochemical, fluorescence intensity, high mannose 6-phosphate (AID 1220). recombinant PMI enzyme, coupled fluorescence intensity; higher % means a stronger effect. inhibition, % at 20 µM; hits with a dose series show IC50 in µM. hit rate 0.66% among 190,000; in the data active = inhibition above about 50%
Siah-1 displacement: Siah-1 peptide-binding antagonists, primary screen, biochemical, fluorescence polarization, rhodamine-plectin, uHTS (AID 1817). E3 ubiquitin-protein ligase SIAH1 (Homo sapiens). Siah-1 / rhodamine-plectin peptide fluorescence polarization; higher % means a stronger effect. displacement, % at 20 µM, or IC50 in µM where a hit was titrated. hit rate 0.02% among 290,000;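 active = displacement of at least 50% at 20 µM, with a fluorescence ratio check between 0.3 and a set limit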;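 also: plate controls were Siah plus tracer with DMSO for no effect and tracer alone without Siah for full effect; strong numbers were not always called active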
XIAP antagonists: XIAP antagonists, biochemical, IAP family, fluorescence polarization (AID 1018); hit rate 0.007% among 200,000; XIAP BIR domain, fluorescence polarization peptide displacement; higher % means a stronger effect; displacement, % at 20 µM, or IC50 in µM where a hit was titrated; E3 ubiquitin-protein ligase XIAP (Homo sapiens); in the data active = displacement above about 50%; also: a part of the inactive calls stands beside numbers as strong as those of hits
Salmonella PhoP GFP: inhibitors of PhoP regulon expression, primary screen, Salmonella Typhimurium, GFP reporter (AID 1863); S. Typhimurium PhoP-regulated promoter GFP reporter, 4 h; higher % means a stronger effect; inhibition, % at 50 µM, or IC50 in µM where a hit was titrated; hit rate 0.16% among 300,000;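 active = inhibition over 29.93%, a cutoff 3 SD above the screen mean, later confirmed by dose response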;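 also: 0% = low Mg2+ inducing control and 100% = high Mg2+ repressing control; strong numbers were not always called active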
ER stress rescue: rescue of cells from ER stress-induced death, primary screen, 384-well, CSM14.1, thapsigargin, ATP luminescence (AID 1222) | CSM14.1 thapsigargin-induced death rescue, ATP luminescence; higher % means a stronger effect | one-dose cellular ATP content (survival), % at 20 µM; EC50 in µM for titrated hits | 190,000 tested, under 10 active;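 active = EC50 below 50 µM in the dose-response confirmation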;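 also: death triggered by thapsigargin at about 15 µM added after 2 h compound pretreatment; cell ATP read after overnight thapsigargin exposure of roughly 18 to 22 hours; normalized against plate controls of thapsigargin alone and 5% DMSO vehicle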
P. falciparum M17LAP: P. falciparum M17LAP inhibitors, primary screen, biochemical, fluorogenic H-Leu-NHMec substrate, 1536-well (AID 1619); Leucine aminopeptidase (Plasmodium falciparum (isolate 3D7)); recombinant M17LAP, H-Leu-NHMec fluorogenic kinetic assay; higher % means a stronger effect; one-dose inhibition, % at 30 µM; IC50 in µM for titrated hits; hit rate 0.38% among 220,000;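 active = compound inhibiting the enzyme by more than half at any dose during confirmatory dose-response retesting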;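 also: plate controls were full reaction with DMSO carrier for no effect and no enzyme background for full effect; strong numbers were not always called active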
Numbers without * were called inactive; i = inactive; . = not tested or not shown. Hits appear at their usual frequency; overall some 1.6% were active at least once.

SMILES	Yfh1-off respiration	West Nile antiviral	P. falciparum M1AAP	PMI inhibition	Siah-1 displacement	XIAP antagonists	Salmonella PhoP GFP	ER stress rescue	P. falciparum M17LAP
COc1ccc(/C=C2\CCC(C3CCCC3)C2=O)cc1Cn1nc(C)cc1C (stereo unspecified)	i	0.0%	-4%	13%	-5%	-2.9%	7%	-2.5%	-8%
COc1ccc(NC(=O)CC2SC(=NCC3CCCO3)NC2=O)c([N+](=O)[O-])c1 (stereo unspecified)	i	-0.7%	15%	15%	0%	-0.7%	-5%	-1.0%	7%
CC1(C)CC(NC(=O)C23CCC(C)(C(=O)C2)C3(C)C)CC(C)(C)N1 (stereo unspecified)	i	-0.1%	-9%	2%	2%	-0.8%	7%	1.2%	-8%
COc1cccc(-c2cc(C(=O)O)no2)c1	i	-0.4%	7%	2%	2%	-1.3%	-2%	0.0%	12%
COc1cc(NC(=S)NNC(=O)C(C)(C)O)cc(OC)c1	i	0.0%	0%	24%	-5%	0.2%	-3%	1.1%	10%
O=C(COC(=O)/C=C/c1ccc(Cl)cc1)Nc1ccccc1-c1ccccc1	i	-0.1%	6%	6%	8%	-3.5%	-17%	1.1%	-10%
COc1ccc(C(=O)Nn2c(SCC(=O)c3ccc(Cl)cc3)nc3ccccc3c2=O)cc1	i	0.3%	-6%	-2%	-4%	-9.4%	-12%	-1.0%	18%
CCOP(=O)(OCC)/C(C#N)=C/c1ccc(-c2ccc(F)cc2F)o1	i	-0.5%	2%	.	0%	.	-2%	.	4%
CCCn1c(N)c(C(=O)CSc2nnc(C3CC3)n2Cc2ccccc2)c(=O)[nH]c1=O	i	0.3%	3%	-1%	0%	-12%	-15%	1.8%	-5%
Cc1ccc(C(=O)Nc2nc3nc(-c4ccccc4)cc(=O)n3[nH]2)cc1	i	1.3%	26%*	2%	2%	-2.6%	-12%	2.5%	6%
COc1ccc(NC(=O)CC2C(=O)NCCN2C(=O)c2ccccc2)cc1 (stereo unspecified)	i	0.6%	1%	.	11%	.	0%	.	-2%
CCC(C)c1ccc(NC(=O)CC(C)=O)cc1 (stereo unspecified)	i	-0.1%	2%	0%	-1%	1.7%	-4%	-1.3%	0%
Cc1ccc(C(=O)N(CN2CCCC2=O)c2ccccc2)cc1	i	-1.1%	5%	-4%	1%	-3.7%	-9%	1.3%	-14%
COc1cccc(CNC(=O)CCC2CCCN(C(=O)c3cc4ccccc4o3)C2)c1 (stereo unspecified)	i	0.1%	2%	1%	0%	-3.9%	-3%	0.6%	-3%
COc1ccc2c(c1OC)C(=O)N1c3ccccc3C(=O)N(c3ccccc3)C21 (stereo unspecified)	i	-0.2%	6%	11%	4%	-2.1%	-1%	.	12%
CC(=O)n1cc(C2C(=O)CC(C)(C)CC2=O)c2ccccc21	i	1.0%	5%	-3%	-4%	-4.7%	-1%	7.8%	21%
O=C(c1cc2ccccc2c(=O)o1)N1CCCc2ccccc21	i	-0.2%	-14%	-5%	-1%	-6.4%	-3%	-0.8%	16%
COc1ccccc1NC(=O)c1cc2ccccc2o/c1=N\O	i	-0.1%	7%	21%	7%	-5.1%	-12%	-2.0%	-16%
Cc1nnc(C)c2c(C)n(-c3ccccc3N)c(C)c12	i	0.2%	4%	56%*	8%	-7.6%	0%	-1.4%	-8%
CC(=O)Nn1cnc2c(c1=O)C1(CCCCC1)Cc1ccccc1-2	i	-0.2%	4%	-2%	-1%	-4.2%	2%	-0.9%	-2%
O=C(CSc1nc2ccc([N+](=O)[O-])cc2[nH]1)c1ccc(Cl)cc1	i	-0.8%	3%	-2%	-2%	-0.5%	-10%	-0.6%	22%
CN(C)/C=C/C(=O)c1nn(-c2ccc(F)cc2)ccc1=O	i	0.0%	-3%	.	-2%	.	0%	.	6%
CCC(=O)NCc1nc2ccccc2n1Cc1ccccc1F	i	-0.2%	0%	-1%	0%	-13%	-14%	3.6%	1%
Nc1nc(SCc2ccc(Cl)cc2Cl)n[nH]1	i	0.6%	6%	4%	-1%	2.7%	-8%	2.2%	28%
COc1ccccc1NC(=O)CCSc1nnc(-c2ccco2)o1	i	0.3%	9%	4%	3%	-1.1%	-4%	-0.1%	6%
COc1cccc(C(=O)N(CN2CCCC2=O)c2cccc(Cl)c2)c1OC	i	-1.2%	3%	-11%	-3%	-5.0%	-1%	3.3%	-1%
Cc1cc(Nc2ccc(Cl)cc2)n(-c2ccccc2)n1	i	-0.2%	7%	13%	-1%	-10%	-1%	3.5%	-11%
CC(=O)Oc1ccc(N2C(=O)C3C4C=CC(CO)(O4)C3C2=O)cc1 (stereo unspecified)	i	0.2%	11%	-71%	-7%	-4.8%	28%	-1.1%	-2%
Cc1cc(C)n(CC(=O)Nc2cccc(C(F)(F)F)c2)n1	i	0.1%	8%	-7%	5%	-5.5%	-4%	-1.8%	9%
O=C(c1ccc2c3n(nc2c1)-c1ccc(Cl)cc1CO3)N1CCOCC1	i	-0.7%	5%	.	19%	.	-4%	.	9%
CCOC(=O)c1c(C)[nH]c(C(=O)COC(=O)[C@H](C)NC(=O)c2ccccc2Cl)c1C	i	0.2%	8%	-3%	3%	-1.5%	-13%	-3.4%	17%
C#CCNC(=O)C1=C[C@@H](c2cn(C(C)=O)c3ccccc23)C[C@@H](OCCCCO)O1	.	.	2%	23%	-2%	-1.2%	-8%	1.7%	0%
CCOc1ccc(N(CC(=O)Nc2cc(C)ccc2C)S(=O)(=O)c2c(C)[nH]c(=O)[nH]c2=O)cc1	i	0.2%	-6%	.	-9%	.	8%	.	-9%
O=C(Nc1ccc(S(=O)(=O)N2CCCC2)cc1)c1cccs1	i	0.8%	6%	1%	16%	-3.7%	1%	-1.2%	10%
Nc1ccccc1SCc1ccccc1	i	0.3%	-8%	-16%	-4%	-4.5%	-5%	-1.1%	14%
O=C(Nc1ccn(Cc2c(F)c(F)c(F)c(F)c2F)n1)c1cccc(Cn2cc([N+](=O)[O-])cn2)c1	i	1.6%	4%	2%	4%	-13%	-3%	3.5%	10%
Cc1cc(C)n(-c2nc3ccccc3c(=O)n2OCC(=O)OCc2ccccc2)n1	.	.	1%	-12%	-2%	-1.5%	17%	3.6%	3%
CC1CCN(CC(=O)Nc2cccc([N+](=O)[O-])c2)CC1	i	-0.8%	0%	-10%	3%	-4.4%	20%	-1.1%	9%
Cc1cc(C)c(C)c(S(=O)(=O)NCC(=O)NCc2ccco2)c1C	i	-0.9%	2%	7%	10%	-1.5%	6%	3.7%	3%
Cn1c2ccccc2c2nnc(SCc3nnc(-c4ccccc4)o3)nc21	i	0.3%	23%	.	8%	-1.8%	-1%	0.3%	16%
O=C(COC(=O)CCc1nc2ccccc2c(=O)[nH]1)Nc1ccccc1Cl	i	-0.1%	0%	.	-2%	.	-2%	.	6%
Cc1c(NC(=O)CCC(=O)N2CCCCC2)c(=O)n(-c2ccccc2)n1C	i	0.1%	5%	-5%	-2%	-5.6%	-5%	-1.1%	-14%
Cc1ccc(CC(=O)N2CCN(C(=O)c3ccco3)CC2)cc1	i	0.7%	9%	-24%	1%	1.1%	-10%	2.2%	10%
COc1ccccc1-c1nnc(SCC(=O)NC2CCCCC2)o1	i	-0.7%	3%	2%	0%	-3.3%	6%	.	-3%
CN1CCN(C(=S)c2ccc(Cl)cc2)CC1	i	0.2%	1%	-8%	4%	-9.0%	1%	2.4%	-2%
CCN(CC)S(=O)(=O)c1cccc(C(=O)Nc2cccnc2)c1	i	0.6%	0%	11%	1%	-11%	1%	-1.5%	-5%
Cc1[nH]c(=S)c(C#N)c(-c2ccco2)c1C(=O)N(C)C	i	-0.2%	1%	26%	3%	-0.1%	2%	.	12%
O=C(OCCNC(=O)c1ccc2ccccc2n1)c1cccnc1	i	2.8%	0%	-4%	0%	0.3%	10%	-1.1%	9%
O=C1CC(Sc2ccc(Cl)cc2)C(=O)N1Cc1ccncc1 (stereo unspecified)	i	0.2%	4%	.	2%	.	-3%	.	20%
Cc1sc2ncnc(OCC(=O)N3CCN(C(=O)c4ccco4)CC3)c2c1C	i	-0.6%	6%	-3%	-3%	-4.6%	-3%	-0.6%	11%

Among those listed so far, these have a cyano group:
SMILES	Yfh1-off respiration	West Nile antiviral	P. falciparum M1AAP	PMI inhibition	Siah-1 displacement	XIAP antagonists	Salmonella PhoP GFP	ER stress rescue	P. falciparum M17LAP
CCOP(=O)(OCC)/C(C#N)=C/c1ccc(-c2ccc(F)cc2F)o1	i	-0.5%	2%	.	0%	.	-2%	.	4%
Cc1[nH]c(=S)c(C#N)c(-c2ccco2)c1C(=O)N(C)C	i	-0.2%	1%	26%	3%	-0.1%	2%	.	12%

Following part:
SMILES	Yfh1-off respiration	West Nile antiviral	P. falciparum M1AAP	PMI inhibition	Siah-1 displacement	XIAP antagonists	Salmonella PhoP GFP	ER stress rescue	P. falciparum M17LAP
NC(=O)NCCC1=CCCCC1	.	.	3%	-5%	-7%	-4.7%	16%	0.4%	5%
COC(=O)c1cnc(N2CCCN(S(=O)(=O)c3ccccc3)CC2)nc1C(F)(F)F	i	-1.1%	14%	.	6%	.	-5%	.	2%
O=S(=O)(c1ccc(Br)cc1)N1CCCC1c1nc2ccccc2s1 (stereo unspecified)	i	-0.7%	7%	6%	2%	-5.7%	-1%	1.5%	-1%
O=C(NCCC1=CCCCC1)C1CCN(C(=O)Cc2ccccc2)CC1	i	-0.6%	3%	13%	-2%	-2.1%	-1%	-0.5%	6%
Cc1cccc(N2CCN(C(=O)c3ccc(Cl)c(S(=O)(=O)NCc4ccco4)c3)CC2)c1C	.	.	4%	14%	1%	0.3%	-6%	-0.5%	7%
COc1ccc(-c2csc(Nc3ccc(O)cc3)n2)cc1	i	-0.8%	3%	11%	-8%	-10%	4%	-0.9%	-3%
COc1ccccc1NS(=O)(=O)c1ccc(Cl)cc1	i	-0.2%	2%	3%	-4%	2.8%	-4%	-0.7%	11%
O=C(CN(Cc1ccccc1F)S(=O)(=O)c1ccc(Cl)cc1)NCCC1=CCCCC1	i	0.0%	7%	11%	1%	-2.9%	-4%	0.0%	19%
Cc1ccc(-c2nn3c(-c4cccc(Cl)c4)nnc3s2)cc1	.	.	.	-6%	6%	-5.4%	.	-2.3%	.
COc1ccc(-c2c(S(=O)(=O)c3ccccc3)cnn2-c2ccccc2)cc1	i	0.2%	0%	6%	-4%	-0.5%	12%	-2.5%	-6%
c1cc2nc(C34CC5CC(CC(C5)C3)C4)[nH]c2cn1	i	-0.3%	-1%	-7%	4%	5.1%	10%	-3.8%	2%
Cc1nc2sccc2c(=O)n1-c1cccc(Cl)c1	i	0.9%	14%	13%	1%	-0.6%	-3%	-1.3%	4%
